EPAC2 agonist: activates human EPAC2 exchange factor | Q8WZA2 | EPAC2 activation, biochemical qHTS; response scale: 100% = 6.5 mM cAMP response | Potency, µM (doses to about 154 µM), for the others: at the highest dose activation, most hits filed as activators | 0.079% of 360,000 active | AID 720711; further: potency means the concentration at half of the fitted maximal effect; nearly all actives have a fitted effect of over 50% in size
Target sequence (Q8WZA2 whole entry, looked up): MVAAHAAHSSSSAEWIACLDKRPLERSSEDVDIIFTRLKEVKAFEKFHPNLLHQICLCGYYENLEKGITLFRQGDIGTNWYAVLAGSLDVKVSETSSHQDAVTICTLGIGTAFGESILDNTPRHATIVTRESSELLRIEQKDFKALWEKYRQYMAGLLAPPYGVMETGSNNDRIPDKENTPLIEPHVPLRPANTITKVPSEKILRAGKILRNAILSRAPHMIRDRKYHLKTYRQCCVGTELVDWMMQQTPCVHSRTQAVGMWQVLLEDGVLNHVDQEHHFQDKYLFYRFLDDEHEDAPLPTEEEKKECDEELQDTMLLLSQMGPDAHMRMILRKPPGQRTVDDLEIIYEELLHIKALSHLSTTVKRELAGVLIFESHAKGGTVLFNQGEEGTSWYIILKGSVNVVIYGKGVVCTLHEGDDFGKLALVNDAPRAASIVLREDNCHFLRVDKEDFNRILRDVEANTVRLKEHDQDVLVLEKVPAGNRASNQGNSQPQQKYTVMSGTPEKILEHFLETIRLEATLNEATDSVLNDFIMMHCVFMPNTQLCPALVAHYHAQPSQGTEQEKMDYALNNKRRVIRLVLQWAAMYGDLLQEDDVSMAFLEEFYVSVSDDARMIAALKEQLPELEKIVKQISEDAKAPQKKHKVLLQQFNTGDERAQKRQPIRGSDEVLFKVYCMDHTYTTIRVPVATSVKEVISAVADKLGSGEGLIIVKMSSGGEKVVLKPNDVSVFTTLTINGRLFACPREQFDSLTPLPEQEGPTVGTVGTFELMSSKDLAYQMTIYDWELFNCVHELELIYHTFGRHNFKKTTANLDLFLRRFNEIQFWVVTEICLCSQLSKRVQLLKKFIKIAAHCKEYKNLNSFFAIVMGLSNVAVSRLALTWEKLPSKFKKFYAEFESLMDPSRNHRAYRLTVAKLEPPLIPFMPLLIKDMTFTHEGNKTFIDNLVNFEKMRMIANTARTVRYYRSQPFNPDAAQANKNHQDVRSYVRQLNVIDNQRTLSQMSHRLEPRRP
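qHTS, titration series. 100 nM EPAC2 / 250 nM Rap1B-BODIPY-GDP / 50 uM GDP; RT; ex 480/em 540 nm, 5-min reads to 30 min. Norm. to 6.5 mM cAMP = activation.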
EPAC2 antag: blocks human EPAC2 exchange factor; EPAC2 GEF exchange of Rap1B-BODIPY-GDP, fluorescence; Potency, µM (doses to about 114 µM), for inactives: at the top dose activity, negative = inhibition, most hits filed as inhibitors; Q8WZA2; 0.18% of 360,000 active; further: potency means the concentration at half of the fitted maximal effect; on the % scale 0 is the no-effect control and ±100 the full control effect; nearly all actives have a fitted effect of over 45% in size; many of its hits are not listed in these tables
CCT chaperon mod: modulators of cytosolic chaperonin (CCT/TRiC) activity; purified chaperonin ATPase assay, HTRF ADP detection, 30 min; activity change, % (test concentration not listed), hits read low; 0.3% of 360,000 active; AID 651819; in the data active means activity change below about -30%; further: on the % scale 0 is the no-effect control and ±100 the full control effect
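Nucleotide hydrolysis assay: TRiC at 20–40 nM final (set by batch activity) with 10 uM ATP, 30 min at 37 °C, in presence of 76 uM compound. Detection by competitive ADP HTRF, 30 min ambient.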
pAkt inh: blocks phosphorylation of Akt | Neuro2A IGF-stimulated pAkt S473 HTRF, 20 min; hits give low values | activity change, % for hits at 50 µM | 0.32% of 360,000 active | AID 651550; in the data active means activity change below about -80%; inconclusive means mostly about -51% to -80%; further: on the % scale 0 is the no-effect control and ±100 the full control effect
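Neuro2A cells (4,500/well, DMEM with 0.5% FBS) were treated with compound at a single 50 µM final concentration, stimulated with 6 nM IGF for 20 min at 37 °C, and lysed. Phospho-Akt Ser473 was read by HTRF as 665/615 ratio ×10^4.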
A549 tox: A549 cytotoxicity, counter-screen for Nrf2 inhibitors; 0.16% of 390,000 active; AID 504648; A549 ARE-Fluc cells, CellTiter-Fluor viability, 18-24 h; Potency, µM (series often up to 46 µM), without a hit: top-dose activity change, negative = cytotoxicity, actives largely listed as inhibitors; further: potency means the concentration at half of the fitted maximal effect; on the % scale 0 is the no-effect control and ±100 the full control effect
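A549 ARE_Fluc cells in 5% FBS OPTI-MEM were exposed to compounds in concentration-response for 18-24 h at 37 deg C. Viability was read by CellTiter-Fluor fluorescence (Ex 405/Em 525) after 30 min, before the luciferase read.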
TGFb inhibitor: blocks TGF-b signaling. HepG2 CAGA-GFP TGF-b/SMAD3 reporter, GFP fluorescence, 18 h; TGF-beta stimulated, 500 pg/mL final. AID 588855. Potency, µM (highest dose often 46.1 µM), inactives show at the highest dose activity, negative = inhibition, most hits filed as inhibitors. 1.2% of 410,000 active; further: potency means the concentration at half of the fitted maximal effect; on the % scale 0 is the no-effect control and ±100 the full control effect; nearly all actives have a fitted effect of over 65% in size
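Inhibition was scored as loss of TGF-beta-induced (500 pg/mL final, 18 hours, 37 degrees C) GFP in HEPG2 cells carrying a CAGA-GFP reporter, in DMEM with 1% FBS. Well GFP was summed per cell; Activity was normalised to unstimulated and stimulated DMSO wells, then concentration-response fitting.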
Nrf2 ARE act: activates Nrf2 signaling. Potency, µM (titrated, usually from 46.1 µM), for inactives: top-dose activation, actives largely listed as activators. AREc32 ARE-luciferase reporter (MCF7-derived line), luminescence, 24 h. 0.31% of 410,000 active. AID 624171; further: potency means the concentration at half of the fitted maximal effect; % of control where 0% means no effect; nearly all actives have a fitted effect of over 65% in size
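Luciferase luminescence (Steady-Glo, 30 min at room temperature) served as the read-out of ARE activation in AREc32 cells treated with compounds for 24 hr at 37 deg C.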
MmCpn inh: blocks the Methanococcus maripaludis chaperonin Mm-Cpn; purified Mm-Cpn ATPase, ADP Transcreener TR-FRET; Potency, µM (titrated, usually from 76.9 µM), without a hit: at the highest dose activity, negative = inhibition, usual class: inhibitors; 0.031% of 330,000 active; further: potency means the concentration at half of the fitted maximal effect; on the % scale 0 is the no-effect control and ±100 the full control effect; nearly all actives have a fitted effect of over 80% in size
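Eu-cryptate anti-ADP/ADP-d2 competition gives a ratio inversely related to ADP. Enzyme at 25 nM was pre-exposed to compound for 10 min, then given 10 uM ATP for 30 min, 37°C throughout.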
Nrf2 block: blocks Nrf2 signaling; Potency, µM (doses to about 46 µM), for inactives: at the top dose activity change, negative = inhibition, most hits filed as inhibitors; 2.1% of 360,000 active; A549 ARE-Fluc reporter, luciferase luminescence, 18-24 h; further: potency means the concentration at half of the fitted maximal effect; on the % scale 0 is the no-effect control and ±100 the full control effect; nearly all actives have a fitted effect of over 60% in size
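Concentration-response testing used A549 ARE_Fluc cells at 5000 cells/well. Following an 18-24 h compound incubation, viability was read by fluorescence (Ex 405/Em 525) and luciferase output by luminescence.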
The depositor's hits bear a star; i = inactive; ? = inconclusive; · = no result given; & = joins results of further samples; [ ] = remark or other dose. Unless noted, the call rests on the fitted dose curve; in most records, active means well fitted curve in the direction sought with a large enough effect; inconclusive means small, poorly fitted or top-dose-only effect, or another doubt; inactive means no such curve, though single readings can be large; an effect the other way counts as inactive or inconclusive. A portion of the library; count on the stated rates, not on these rows.

SMILES	EPAC2 agonist	EPAC2 antag	CCT chaperon mod	pAkt inh	A549 tox	TGFb inhibitor	Nrf2 ARE act	MmCpn inh	Nrf2 block
O=C1NC(=O)C(=Cc2ccccc2[N+](=O)[O-])C(=O)N1	-1%	-1%	-0.5	i	0%	-3%	-0.5%	·	-6%
Cc1ccc2cc(C=C(C#N)C#N)c(Cl)nc2c1	0%	-7%	-0.1	i	13%	-8%	?	-7%	-7%
CC(=NCCN1CCOCC1)c1c(O)n(-c2ccccc2C)c(=O)[nH]c1=O	4%	-1%	-1.1	i	·	13%	-0.7%	4%	?
COc1ccc(N2C(=O)/C(=C/c3ccc(C)o3)C(=O)NC2=S)c(OC)c1	7%	9%	-0.2	i	-6%	4%	-0.5%	-1%	-15%
Cc1c(C(=O)c2cccc3ccccc23)c2cccc3c2n1[C@H](CN1CCOCC1)CO3	16%	-13%	-1.3	i	?	?	-0.4%	·	?
O=C(N[C@H]1CP(=O)(Oc2ccccc2)O[C@H](COCc2ccccc2)[C@H]1O)C(Cl)(Cl)Cl (stereo partly specified)	-1%	-18%	-2.0	i	-1%	?	-0.9%	1%	1%
N[C@@H](Cc1c[nH]c2ccccc12)c1nnc(SCc2ccccc2)o1	1%	-4%	-0.9	i	-8%	0%	0.1%	0%	-1%
O=P(Oc1ccccc1)(Oc1ccccc1)C(Nc1ccccc1)c1ccccc1 (stereo unspecified)	5%	-6%	1.2	i	-16%	?	0.0%	0%	21µM*
CC(C)CC12CN3CCN(CC(C3)C1O)C2 (stereo unspecified)	-2%	4%	-0.4	i	9%	0%	-0.3%	1%	15%
COC(=O)C1=C(c2ccc(S(C)(=O)=O)cc2)C[C@@H]2CC[C@H]1N2C	13%	5%	0.7	i	-4%	3%	-1.2%	1%	?
COCCCn1c(N)c(C(=O)OC(C)COC)c2nc3ccccc3nc21 (stereo unspecified)	-7%	1%	-0.2	i	?	4%	-0.4%	-2%	·
CCCCn1c(=O)c(C(=O)Nc2cnccn2)c(O)c2ccccc21	3%	-4%	-1.2	i	-4%	2%	3.0%	-4%	?
Cc1c(C(=O)NCc2ccc(Cl)c(Cl)c2)sc(=O)n1Cc1ccc(S(=O)(=O)N(C)C)cc1	3%	6%	-3.9	i	·	?	4.1%	·	·
CC1CN1P(=O)(Oc1ccc2ccccc2c1)N1CC1C (stereo unspecified)	5%	-2%	-0.6	i	-1%	-23%	0.3%	·	1%
O=C(CNC(=O)c1ccc(Br)cc1)Nc1ccc(Br)cc1C(=O)c1ccccc1	4%	-7%	0.2	i	-2%	?	0.3%	-1%	-15%
Cc1ccc(S(=O)(=O)N(C)CCCC(=O)N2CCN(c3ccccn3)CC2)cc1	6%	-2%	-3.9	i	-1%	-7%	2.5%	0%	?
CN(C)Cc1ccccc1OC(=O)N(C)C	0%	-4%	1.0	i	2%	2%	0.0%	-1%	·
O=c1ccc2cc3ccoc3c(O)c2o1	1%	-13%	0.5	i	4%	-2%	2.4%	0%	5%
Cc1ccc(NC(=O)Nc2ccc3nc(N4CCN(C)CC4)cc(C)c3c2)cc1F	·	·	·	·	-26%	26%	6.0%	·	14%
CCOC(=O)CCCCCNC(=O)c1c(O)[nH]c(=O)[nH]c1=O	9%	16%	-1.6	i	2%	2%	0.6%	·	2%
FC(F)(F)c1ccc(NC2=NCCCS2)cc1	1%	-1%	0.9	i	-3%	-5%	10%	-1%	13%
O=C1NCN(c2ccccc2)C12CCN(C(CCc1ccccc1)c1nnnn1-c1ccc3c(c1)OCCO3)CC2 (stereo unspecified)	7%	7%	1.2	i	·	13µM*	5.0%	·	·
CC(C)CC(N(C)C)C1(c2ccc(Cl)cc2)CCC1 (stereo unspecified)	13%&12%	4%&-16%	-1.1&-1.2	i	6%&0%	-1%&3%	-0.2%&0.0%	-1%&1%	-3%&0%
O=C(COC(=O)c1cccc(NC(=O)c2ccc(Br)cc2)c1)c1ccc(Br)cc1	·	·	·	·	0%	-16%	-0.8%	·	?
Cc1ccn2nc(S(=O)(=O)Nc3c(F)cccc3F)nc2n1	-4%	11%	0.1	i	1%	6%	0.0%	-2%	-8%
O=c1[nH]c(O)c(/C=C2\C=Nc3ccc(OCc4ccccc4)cc32)c(=O)[nH]1	-26%	2%	-1.0	i	8%	-17%	0.2%	-2%	18%
c1ccc2c(c1)CC1CNCc3cccc(c31)S2 (stereo unspecified)	4%	-4%	-5.0	i	4%	6%	0.3%	-2%	-13%
Cc1cc(/C=C2/C(=O)NC(=O)N(Cc3ccco3)C2=O)c(C)n1-c1ccc(C(=O)O)cc1	7%	7%	-7.3	i	0%	9%	0.4%	-4%	10%
Cc1cc(C)c2c(c1)NP(=S)(c1ccccc1)N2 (stereo unspecified)	9%	-23%	-3.4	i	9%	11%	4.9%	·	?
CCOC(=O)[C@]12Cc3cc(OC)ccc3[C@H]1N(C1CCCCC1)C(=O)c1ccccc12	10%	?	1.3	i	·	·	-3.2%	·	·
O=C(c1ccccc1[N+](=O)[O-])N1CCC2(CC1)OCCO2	13%	-7%	-2.2	i	-14%	12%	0.2%	-1%	-2%
CNC(=S)N(C)CCc1cc2c(c(OC)c1/C=C1/C(=O)NC(=O)N(C)C1=O)OCO2	1%	1%	-1.0	i	-1%	-12%	-0.7%	-1%	?
Cc1cc(C)c(C)c(C(O)(C(=O)O)c2ccccc2)c1C (stereo unspecified)	0%	-5%	0.5	i	?	-6%	-0.4%	·	-15%
c1ccc2c3c(ccc2c1)OCC1CONC31 (stereo unspecified)	-1%	2%	1.8	i	2%	20%	1.4%	-5%	?
CC1=CC(C)C(COC(N)=O)(COC(N)=O)C(C)C1 (stereo unspecified)	10%	-9%	1.6	i	9%	-12%	-0.4%	-7%	·
COc1cccc(C(=O)C2CCCN(C3CCOCC3)C2)c1 (stereo unspecified)	6%	-8%	0.0	i	1%	23%	-0.7%	?	11%
Cc1ccccc1CN1CCN(Cc2ccccc2)CC1	3%	5%	0.3	i	1%	-6%	3.8%	0%	-3%
C=CCCC1(CC)C(=O)NC(=S)NC1=O	0%	7%	0.4	i	0%	-3%	0.8%	·	14%
COC(=O)[C@@H](c1ccccc1)C1CCCCN1 (stereo partly specified)	9%	7%	0.0	i	-7%	-1%	0.3%	2%	11%
O=C(NCCc1ccccc1)c1ccc(CSc2nc3cccnc3n2Cc2ccc(F)cc2)cc1	·	·	·	·	-13%	-28%	1.4%	·	?
Cc1nn(-c2ccccc2)c2c1CC1(C(=O)N(C)C(=O)N(C)C1=O)C1CCCCN21 (stereo unspecified)	3%	6%	-0.5	i	-12%	-5%	0.3%	2%	21%
CCCC12CN3CC(CCC)(CN(C1)C3c1ccccn1)C2=O (stereo unspecified)	-4%	13%	0.6	i	-2%&-2%	15%&0%	-0.9%&-1.1%	-2%	23%&22%
COc1cc2c3c(c1OC)-c1cc(O)ccc1CC3NCC2 (stereo unspecified)	-7%	5%	2.0	i	1%	?	2.4%	-1%	·
C=C1C(=O)OC2C1CCC(C)C1(O)C=CC(=O)C21C (stereo unspecified)	3%	6%	2.4	i	-7%	?	-2.6%	·	6%
CCOC(=O)c1c(C)n(Cc2ccco2)c2ccc(OC)cc12	19%	-4%	0.6	i	-3%	24%	5.0%	-1%	-15%
CN1CCN(c2nc3ccccc3c(=O)n2-c2ccccc2)CC1	2%	4%	-0.8	i	-15%	1%	-0.3%	4%	-1%
COP(=O)(OC)C1(Nc2ccc(C)cc2)CCCCC1	0%	-10%	2.4	i	-16%	-2%	-0.9%	-1%	4%
COc1ccc(C(C)=O)cc1CC(C(=O)c1ccccc1)N(C)C (stereo unspecified)	7%	5%	-2.5	i	-4%	0%	7.3%	1%	?
CN1C(=O)NC(=O)/C(=C\C=C\c2ccccc2[N+](=O)[O-])C1=O	4%	8%	-3.3	i	-16%	11µM*	2.1%[9.22 µM]	-3%	?
O=C(/C=C/C=C/c1ccccc1)CC1(O)C(=O)Nc2ccccc21 (stereo unspecified)	13%	-5%	-3.5	i	0%	-27%	?	1%	-12%

New compounds follow
SMILES	EPAC2 agonist	EPAC2 antag	CCT chaperon mod	pAkt inh	A549 tox	TGFb inhibitor	Nrf2 ARE act	MmCpn inh	Nrf2 block
O=C(Cc1ccc(N(CCCl)CCCl)cc1)NC(Cc1ccc(Cl)cc1)C(=O)O (stereo unspecified)	-7%	-9%	2.1	i	-1%	1%	0.0%	-3%	6%
Cc1ccccc1OCCN=Cc1c(O)n(C)c(=O)n(C)c1=O	4%	4%	-3.3	i	-16%	-7%	0.8%	1%	21µM*
COc1ccc(C(O)c2cc(OC)ccc2OP(=O)(N(C)C)N(C)C)cc1 (stereo unspecified)	14%	7%	-3.1	i	6%	-8%	0.4%	2%	6%
Nc1ccccc1C(=O)OCC(=O)N1CCc2ccccc21	-4%	2%	-1.7	i	6%	27%	5.4%	1%	?

Compound profiles (already shown). Order of values: EPAC2 agonist, EPAC2 antag, CCT chaperon mod, pAkt inh, A549 tox, TGFb inhibitor, Nrf2 ARE act, MmCpn inh, Nrf2 block
O=C(N[C@H]1CP(=O)(Oc2ccccc2)O[C@H](COCc2ccccc2)[C@H]1O)C(Cl)(Cl)Cl (stereo partly specified) as listed: -1%, -18%, -2.0, i, -1%, ?, -0.9%, 1%, 1%
CC1=CC(C)C(COC(N)=O)(COC(N)=O)C(C)C1 (stereo unspecified) as listed: 10%, -9%, 1.6, i, 9%, -12%, -0.4%, -7%, ·
CCOC(=O)c1c(C)n(Cc2ccco2)c2ccc(OC)cc12 as listed: 19%, -4%, 0.6, i, -3%, 24%, 5.0%, -1%, -15%
Cc1c(C(=O)NCc2ccc(Cl)c(Cl)c2)sc(=O)n1Cc1ccc(S(=O)(=O)N(C)C)cc1 as listed: 3%, 6%, -3.9, i, ·, ?, 4.1%, ·, ·

Assay outcomes from PubChem.
